Compound activity (PubChem)
aGal spleen mod: qHTS Assay for Inhibitors and Activators of Human alpha-Galactosidase From Spleen Homogenate. 240,000 compounds, 0.008% hits. AID 2107, 2009. Alpha-galactosidase A (Homo sapiens), P06280. human spleen homogenate, 4MU-alpha-Gal fluorescence, 40 min. Potency, µM (series often up to 80 µM), for inactives: top-dose activity change, negative = inhibition, actives largely listed as inhibitors;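 note: 0% = enzyme with vehicle and -100% = no enzyme basal signal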
Target sequence (P06280 32-429 limits assumed): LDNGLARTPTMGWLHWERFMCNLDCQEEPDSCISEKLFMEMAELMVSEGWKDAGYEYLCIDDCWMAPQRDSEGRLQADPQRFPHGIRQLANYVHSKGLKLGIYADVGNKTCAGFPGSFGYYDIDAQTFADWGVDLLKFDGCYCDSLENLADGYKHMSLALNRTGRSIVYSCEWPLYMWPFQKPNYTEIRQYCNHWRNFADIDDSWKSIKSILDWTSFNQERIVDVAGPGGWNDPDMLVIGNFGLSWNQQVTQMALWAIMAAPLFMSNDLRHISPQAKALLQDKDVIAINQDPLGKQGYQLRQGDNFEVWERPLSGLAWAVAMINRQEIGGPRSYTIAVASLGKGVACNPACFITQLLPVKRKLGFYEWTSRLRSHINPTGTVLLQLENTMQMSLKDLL
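Spleen homogenate 1 ug + cpd (titration) + 4-MU-alpha-D-galactopyranoside 1 mM; 37C 40 min; 50 mM citrate/phosphate pH 5.0, 0.01% Tween-20; stop pH 10; fluorescence 365/440; AC50 via Hill.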
Tau ThT inhib: qHTS for Inhibitors of Tau Fibril Formation, Thioflavin T Binding; AID 1460, 2008; 270,000 compounds, 2.1% hits; Potency, µM (doses to about 57.4 µM), for the others: at the highest dose activity, negative = inhibition, hits mostly inhibitors; recombinant tau K18 P301L, heparin-induced fibrillization, ThT fluorescence; note: % is set by controls: 0 for no effect and ±100 for the full control effect; nearly all actives have a fitted effect of over 55% in size
Target sequence (P10636 561-689 P618L limits assumed): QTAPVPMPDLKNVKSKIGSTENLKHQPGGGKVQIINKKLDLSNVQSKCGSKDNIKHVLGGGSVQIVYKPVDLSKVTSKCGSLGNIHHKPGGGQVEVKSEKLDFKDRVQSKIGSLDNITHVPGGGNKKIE
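Aggregation was driven by heparin (20 uM final) acting on recombinant tau […] bearing P301L in 100 mM sodium acetate pH 7; fibrils were detected with Thioflavin T.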
Tau FP inhib: qHTS for Inhibitors of Tau Fibril Formation, Fluorescence Polarization. K18 P301L tau heparin fibrillization, Alexa594 FP, 6 h. Potency, µM (series often up to 57.7 µM), for the others: at the highest dose activity, negative = inhibition, most hits filed as inhibitors. 280,000 compounds, 0.39% hits; note: % is set by controls: 0 for no effect and ±100 for the full control effect; nearly all actives have a fitted effect of over 55% in size
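Read-out: fluorescence polarization of Alexa 594-labeled tau (0.24 uM), 555 nm excitation, 632 nm emission. Mixtures held 15 uM unlabeled K18 P301L, compound and 20 uM heparin, pH 7 acetate buffer, incubated 6 hr at 37 C.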
GAA glycogen: qHTS Assay for Inhibitors and Activators of Human alpha-Glucosidase Cleavage of Glycogen. Lysosomal alpha-glucosidase (Homo sapiens), P10253. recombinant GAA, glycogen substrate, Amplex Red glucose oxidase fluorescence. 300,000 compounds, 0.38% hits. AID 2100, 2009. Potency, µM (doses to about 76.4 µM), inactives show at the highest dose activity change, negative = inhibition, actives largely listed as inhibitors;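 note: 0% = full enzyme reaction and -100% = no-enzyme basal signal; the screen sought inhibitors and activators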
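Recombinant enzyme (4 nM final) with compounds titrated up to 77 uM and bovine liver glycogen (30 ug) in citrate pH 5.0, 0.01% Tween-20, 37 C 40 min. Released glucose detected by Amplex Red/glucose oxidase (Ex 573/Em 610); AC50 from Hill fits.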
Tau fluor counter: Counterscreen qHTS for Inhibitors of Tau Fibril Formation, Fluorescence Polarization; tau K18 P301L (four-repeat tau fragment) Alexa594 fluorescence, heparin fibrillization; Potency, µM (doses to about 57.7 µM), for the others: at the top dose activity change, negative = decrease; 280,000 compounds, 0.93% hits; note: % is set by controls: 0 for no effect and ±100 for the full control effect; nearly all actives have a fitted effect of over 55% in size
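Human K18 P301L tau (15 uM unlabeled plus 0.24 uM Alexa 594-labeled, final) in 100 mM sodium acetate pH 7 was mixed with compound and 20 uM heparin and incubated 6 hr at 37 C.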
GAA spleen mod: qHTS Assay for Inhibitors and Activators of Human alpha-Glucosidase From Spleen Homogenate | Lysosomal alpha-glucosidase (Homo sapiens), P10253 | human spleen homogenate, 4-MU-alpha-glucoside fluorescence | Potency, µM (titrated, usually from 79.9 µM), without a hit: at the highest dose activity change, negative = inhibition, actives largely listed as inhibitors | 240,000 compounds, 0.006% hits;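 note: 0% = enzyme with vehicle and -100% = no enzyme basal signal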
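Enzyme source: human spleen homogenate, 1 ug/well. Buffer 50 mM citric acid/K phosphate pH 5.0, 0.01% Tween-20. 4-MU-alpha-glucoside 1 mM; 37 C x 40 min; NaOH/glycine stop; fluorescence.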
HTT cytoprotect: qHTS Multiplex Assay to Identify Dual Action Probes in a Cell Model of Huntington: Cytoprotection (ATP). PC12 HTT-Q103 induced, cytoprotection, ATP luminescence, 40 h. Potency, µM (series often up to 56.4 µM), inactives show cytoprotection (ATP increase), hits mostly activators. 230,000 compounds, 0.14% hits. AID 1471, 2008;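 note: % of control where 0% means no effect; nearly all actives have a fitted effect of over 45% in size; toxic huntingtin expression switched on by the ecdysone agonist tebufenozide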
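Compounds added alongside 100 nM tebufenozide, which induces toxic Q103 huntingtin exon 1-GFP in stable PC12 cells; surviving cells quantified by luminescent ATP measurement. Medium: phenol red-free DMEM, 5% equine and 5% calf serum.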
GAA inh: qHTS Assay for Inhibitors of Human alpha-Glucosidase as a Potential Chaperone Treatment of Pompe Disease | Lysosomal alpha-glucosidase (Homo sapiens), P10253 | purified human GAA, 4-MU-alpha-glucoside fluorescence | Potency, µM (top dose mostly 76.9 µM), for the others: at the top dose activity change, negative = inhibition, most hits filed as inhibitors | 200,000 compounds, 0.005% hits;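 note: plate controls were uninhibited enzyme wells for no effect and no-enzyme background for full effect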
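Endpoint fluorogenic read: 20 min room-temperature reaction of 4 nM human alpha-glucosidase with 400 uM 4-methylumbelliferyl-alpha-D-pyranoside, pH 5.0, quenched with 1M NaOH/1M glycine pH 10. AC50 from Hill modeling.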
* hit, by the source's call; ? = inconclusive; nt = no result given; [ ] = dose if it differs, or a comment. Calls come from the whole dose curve; as a rule, active = well fitted curve in the direction sought with a large enough effect; inconclusive = small, poorly fitted or top-dose-only effect, or another doubt; inactive = no such curve, though single readings can be large; an effect the other way counts as inactive or inconclusive. Potency is the fitted concentration of half-maximal effect.

A first look (4 entries):
SMILES,aGal spleen mod,Tau ThT inhib,Tau FP inhib,GAA glycogen,Tau fluor counter,GAA spleen mod,HTT cytoprotect,GAA inh
NC(=O)COC(=O)CCCSc1nc2ccccc2s1,9%,-5%,-1%,-10%,-7%,9%,-38%,4%
O=C(NC(=S)Nc1ccc(CN2CCOCC2)cc1)c1cccc([N+](=O)[O-])c1,0%,-8%,0%,-5%,-13%,-6%,30%[10 µM],8%
COc1cc2cc(CN(Cc3cccs3)C(=S)Nc3cccc(C)c3)c(=O)[nH]c2cc1OC,-1%,-4%,8%,1%,5%,-10%,-13%[10 µM],-9%
CC1(C)CC(=O)C(C=NCCN2CCN(C3CC(=O)N(c4ccc(Cl)c(Cl)c4)C3=O)CC2)=C(O)C1 (configuration not stated),2%,-7%,-1%,-6%,-15%,-3%,-13%[10 µM],12%

The list itself, from the start:
SMILES,aGal spleen mod,Tau ThT inhib,Tau FP inhib,GAA glycogen,Tau fluor counter,GAA spleen mod,HTT cytoprotect,GAA inh
NC(=O)COC(=O)CCCSc1nc2ccccc2s1,9%,-5%,-1%,-10%,-7%,9%,-38%,4%
O=C(NC(=S)Nc1ccc(CN2CCOCC2)cc1)c1cccc([N+](=O)[O-])c1,0%,-8%,0%,-5%,-13%,-6%,30%[10 µM],8%
COc1cc2cc(CN(Cc3cccs3)C(=S)Nc3cccc(C)c3)c(=O)[nH]c2cc1OC,-1%,-4%,8%,1%,5%,-10%,-13%[10 µM],-9%
CC1(C)CC(=O)C(C=NCCN2CCN(C3CC(=O)N(c4ccc(Cl)c(Cl)c4)C3=O)CC2)=C(O)C1 (configuration not stated),2%,-7%,-1%,-6%,-15%,-3%,-13%[10 µM],12%
CCc1ccc(/C=C2\Oc3cc(OC(=O)N4CCOCC4)ccc3C2=O)cc1,11%,?,5%,-11%,?,-6%,-3%[10 µM],?
CC(NC(=O)c1ccco1)C(c1cccs1)N1CCN(c2ccccc2)CC1 (configuration not stated),7%,-17%,5%,-5%,-9%,-2%,2%[10 µM],-13%
CCCCCC(=O)O[C@H](CC(=O)O)C[N+](C)(C)C,8%,-9%,8%,nt,-3%,9%,-4%,nt
O=C(CN(c1ccccn1)S(=O)(=O)c1ccc(F)cc1)Nc1ccccc1,-5%,5%,4%,-14%,7%,6%,-30%[inhibitor],-7%
c1ccn2c(SCc3ccc4c(c3)OCO4)nnc2c1,14%,-6%,-10%,9%,-4%,0%,-7%,0%
Cc1ccc(C)c(CSc2ccc3nnc(-c4ccccn4)n3n2)c1,-5%,-16%,2%,-22%,-7%,3%,12%[10 µM],-7%
Cc1ccc(-c2c3c(=O)n(C)c(=O)n(C)c3cn2Cc2ccccn2)cc1,2%,-23%,2%,-14%,-10%,-5%,-26%[0.074 µM],-2%
CC1(C(=O)N(CC(=O)NC2CCCC2)Cc2ccco2)CC(=O)N=C2C=CC=CN21 (configuration not stated),19%,-3%,-4%,2%,4%,1%,-8%,8%
c1ccc(Cn2ncc3c2ncn2c(-c4ccncc4)nnc32)cc1,-2%,15%,-13%,6%,4%,-3%,-6%[10 µM],2%
O=C(O)c1cc(-c2ccc(Cl)cc2)n(-c2ccccc2)n1,3%,-3%,-9%,3%,6%,4%,9%[10 µM],4%
COc1ccccc1NC(=O)CCCC(=O)OCC(F)(F)C(F)F,0%,-2%,-10%,4%,-8%,5%,1%,-13%
Cc1ccc(C(=O)N[C@H](C(=O)OCc2cc(=O)oc3cc(C)ccc23)C(C)C)cc1,3%,-5%,-9%,16%,-8%,-5%,20%[1.9 µM],4%
CC(=O)c1cccc(NC(=O)COC(=O)C2=COCCO2)c1,6%,0%,2%,5%,1%,4%,-6%[10 µM],-4%
CC(C)(C)OC(=O)N1CCC[C@H]1c1nnc(SCc2c(F)cccc2Cl)o1,-9%,-13%,-4%,-1%,-12%,-4%,19%[0.074 µM],2%
S=C(NCc1ccco1)N1CCC(c2nc3ccccc3o2)CC1,6%,-4%,4%,-6%,-9%,-14%,17%,-2%
Nc1ccc2nc(SCC(=O)N3CCOCC3)sc2c1,-3%,12%,1%,7%,11%,-1%,4%[10 µM],-20%
COc1ccc(OC)c(NC(=O)c2c3c(nc4ccccc24)CCC3)c1,-10%,-16%,-2%,1%,-15%,-7%,8%,-8%
O=C(NCCC1=CCCCC1)c1cc(-c2ccccn2)nc2ccccc12,-12%,4%,-12%,9%,-8%,nt,-47%[inhibitor],-4%
N#CC(c1ccccc1)c1ccc2c(C(F)(F)F)cc(C(F)(F)F)nc2n1 (configuration not stated),4%,?,?,-7%,?,-9%,-70%[inhibitor],-15%
COc1cc(/C=N/N2CCOCC2)ccc1OC(=O)c1ccco1,-15%,-17%,6%,-27%,-12%,-7%,5%,-3%
COc1ccccc1NC(=O)CSc1cn(CC(=O)N2CCCC2)c2ccccc12,nt,?,-15%,-4%[76.3 µM],-13%,nt,nt,nt
Cc1ccc2oc(-c3cccc(NC(=O)Cn4cnc5c(=O)n(C)c(=O)n(C)c54)c3)nc2c1,3%,-15%,6%,-16%,-20%,7%,nt,-4%
CC(=O)c1c(O)c(C)c(O)c2c1OC1=CC(=O)C(C(C)=O)C(=O)C12C (configuration not stated),-7%,-14%,8%,nt,-16%,-5%,nt,nt
COc1ccc(S(=O)(=O)/N=C2/NC(=O)/C(=C\c3cc(OC)c(OC)cc3[N+](=O)[O-])S2)cc1,-26%,22µM*,-3%,-1%,?,-9%,-14%,-12%
CCOc1ccc(NC(=O)NC(CC)Cn2nnc3ccccc3c2=O)cc1 (configuration not stated),nt,?,-6%,-6%[76.3 µM],-24%,nt,nt,nt
CC(=O)N1N=C(c2ccc(Br)cc2)OC1(C)CC(=O)Nc1ccccc1 (configuration not stated),7%,-6%,-3%,-10%,-16%,2%,0%[10 µM],-5%
O=C(Cc1ccccc1)Nc1c2c(nn1-c1cccc(Cl)c1)CS(=O)(=O)C2,-12%,4%,8%,-5%,-1%,-4%,-17%[0.074 µM],-14%
Cc1cc(OCC(=O)N(C)C)c2c(-c3ccccc3)cc(=O)oc2c1,6%,-10%,9%,-9%,-9%,6%,-11%,-4%

Quoted at random: 2 compounds from above, in no set order.
SMILES,aGal spleen mod,Tau ThT inhib,Tau FP inhib,GAA glycogen,Tau fluor counter,GAA spleen mod,HTT cytoprotect,GAA inh
COc1ccc(S(=O)(=O)/N=C2/NC(=O)/C(=C\c3cc(OC)c(OC)cc3[N+](=O)[O-])S2)cc1,-26%,22µM*,-3%,-1%,?,-9%,-14%,-12%
CC(=O)N1N=C(c2ccc(Br)cc2)OC1(C)CC(=O)Nc1ccccc1 (configuration not stated),7%,-6%,-3%,-10%,-16%,2%,0%[10 µM],-5%

Other structures follow:
SMILES,aGal spleen mod,Tau ThT inhib,Tau FP inhib,GAA glycogen,Tau fluor counter,GAA spleen mod,HTT cytoprotect,GAA inh
Cc1ccc(OCc2nc(-c3ccccn3)no2)cc1,3%,-22%,-1%,-2%,-15%,4%,-29%,?
Cc1cc(=O)[nH]c(N/N=C/C=C/c2ccccc2)n1,2%,?,-9%,?,-9%,4%,4%,-3%
CC(C)COC(=O)Nc1ccc(C(=O)O)cc1,3%,-12%,10%,8%,-3%,-1%,-27%,14%
OCC1(Cc2ccccc2)CCN(Cc2cnn(-c3ccccc3F)c2)CC1,-5%,-12%,-1%,7%,-11%,-6%,12%[10 µM],7%
O=C(COC(=O)Cc1n[nH]c(=O)c2ccccc12)Nc1cccc(C(F)(F)F)c1,-4%,-8%,-12%,-1%,-24%,3%,-26%,-8%
COc1ccccc1-n1c(SCC(=O)N2CCc3ccccc32)nc2c(c1=O)SCC2,-3%,4%,-4%,-3%,11%,-7%,-7%[10 µM],-7%
O=C(NC1CCCCC1)C(c1ccc2ncccc2c1)N(Cc1ccccc1)C(=O)c1ccc2c(c1)OCCO2 (configuration not stated),2%,-15%,4%,-2%,-5%,-13%,3%[10 µM],?
Cn1c(=O)n(C)c2cc([N+](=O)[O-])c(N3CCN(C(=O)c4cccc(Cl)c4)CC3)cc21,2%,?,0%,-6%,-14%,-16%,21%[10 µM],0%
Cc1ccc(-c2nnc(Nc3cccc(Br)c3)c3ccccc23)cc1S(=O)(=O)N1CCCCC1,nt,4%,?,13%[76.3 µM],-13%,nt,nt,nt
O=C(Nc1ccc(NC(=S)NC(=O)c2ccccc2F)cc1)c1cccs1,1%,-9%,?,-1%,?,-16%,-35%[inhibitor],-4%
Cc1ccc(-c2nnc3n2N=C(c2ccc(Br)cc2)CS3)cc1,2%,-2%,-4%,4%,0%,-4%,-36%,-12%[15.4 µM]
O=C(/C=C/c1ccco1)NC(=S)Nc1ccc(N2CCCC2)cc1,-4%,3.5µM*,-13%,-8%,?,2%,3%[10 µM],1%
Nc1ccccc1C(=O)C[C@@H](N)C(=O)O,4%,-10%,-4%,nt,-14%,-2%,?,nt
CC1CN(c2oc(-c3ccccc3Cl)nc2C#N)CC(C)O1 (configuration not stated),6%,-8%,6%,13%,0%,3%,-26%,2%
CCCCCOC(=O)CSc1n[nH]c(=O)[nH]c1=O,6%,-5%,5%,1%,0%,0%,-3%,0%
CC(=O)c1sc2ccccc2c1OC(=O)c1ccco1,9%,?,4%,2%,-4%,2%,-9%,-1%
O=C(CCCCCN1C(=O)CCC1=O)Nc1ccc(Cl)c(C(F)(F)F)c1,-3%,-3%,-3%,-4%,-12%,-7%,10%,0%
Cc1cc(C)c2c(CN3CCN(C)CC3)cc(=O)oc2c1,-1%,-10%,0%,-16%,-3%,2%,-2%,-4%
C=Cc1ccc(Cn2c(C)c(CNCCc3ccc(OCC)cc3)c(C(=O)O)c2C)cc1,nt,-13%,9%,-3%[76.3 µM],-2%,nt,nt,nt
